HCV inhibitor: inhibitors of hepatitis C virus infection | Potency, µM (doses to about 41.8 µM), for the others: at the highest dose activity change, negative = inhibition, usual class: inhibitors | AID 651820 | 340,000 compounds, 3.4% hits | Huh7.5.1 HCVcc-Cre infection, luciferase reporter, 44 h; also: potency is read from the fitted curve at half-maximal effect
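Luciferase read-out (15 sec integration) after a 15 min room-temperature substrate step quantifies HCVcc-Cre infection. Cells, 1,000 per well, had compound added 4 h post-plating, then virus at ~0.5 moi, and were cultured 44 h.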
Tb PYK inh: T. brucei pyruvate kinase inhibition; Q57TT1; TbPYK enzyme, Kinase-Glo Plus ATP luminescence, 45 min; Potency, µM (doses to about 76.8 µM), inactives show at the top dose activity, negative = inhibition, most hits filed as inhibitors; 410,000 compounds, 0.12% hits; AID 624173; also: potency is read from the fitted curve at half-maximal effect; nearly all actives have a fitted effect of over 50% in size
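In this concentration-response screen, enzyme-free wells defined baseline while DMSO plates tracked drift. Each reaction combined TbPYK, substrate, compound and 130 uM ADP for 45 min at room temperature. Kinase-Glo Plus luminescence gave the signal.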
AmpC inh detg: inhibitors of E. coli AmpC beta-lactamase with detergent | AmpC hydrolysis of nitrocefin, absorbance 480 nm, 0.01% Triton | 370,000 compounds, 0.041% hits | AID 485294 | Potency, µM (highest dose often 114 µM), without a hit: at the top dose activity change, negative = inhibition, most hits filed as inhibitors;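 also: potency is read from the fitted curve at half-maximal effect; 0% = no-compound wells and -100% = no-enzyme wells; nearly all actives have a fitted effect of over 25% in size; some results filed as inactive show a strong effect at the top dose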
Target sequence (P00811 whole entry, looked up): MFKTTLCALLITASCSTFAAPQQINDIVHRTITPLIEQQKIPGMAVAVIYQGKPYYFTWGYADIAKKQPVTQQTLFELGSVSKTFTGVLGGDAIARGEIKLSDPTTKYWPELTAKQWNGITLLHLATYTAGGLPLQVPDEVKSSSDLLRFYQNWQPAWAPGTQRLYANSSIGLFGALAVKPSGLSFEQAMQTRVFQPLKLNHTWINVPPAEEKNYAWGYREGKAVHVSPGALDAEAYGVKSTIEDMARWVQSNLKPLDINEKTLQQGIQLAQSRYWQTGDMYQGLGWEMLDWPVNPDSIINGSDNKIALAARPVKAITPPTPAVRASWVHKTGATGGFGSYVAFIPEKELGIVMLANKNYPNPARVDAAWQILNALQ
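AmpC (5.3 nM in the dispensed reagent) in 20 mM phosphate pH 7.0 with 0.01% (detergent screen) or 0.0001% Triton X-100 was preincubated with compounds for 15 min at room temperature. Nitrocefin was then added from an 800 uM solution, and hydrolysis was followed at 480 nm.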
HCMV antiviral: human cytomegalovirus inhibition; HFF cells, HCMV-luciferase reporter, 72 h; stronger effect = lower value; activity change, negative = inhibition, % at 57.5 µM; 410,000 compounds, 4.5% hits; AID 1259415; in the data active = activity change below about -60%; inconclusive = no clear call, values can overlap the other calls; inactive = above about -39%
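Two-dose cell screen: HFF monolayers treated with compounds and infected with luciferase-expressing HCMV at 1 PFU/cell, 72 h at 37C, then lysed for luciferase measurement.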
LmPK inhibitor: LmPK (Leishmania mexicana) enzyme inhibition | purified LmPK, Kinase-Glo ATP luminescence, 1 h | Q27686 | Potency, µM (top dose mostly 57.5 µM), inactives show top-dose activity change, negative = inhibition, hits mostly inhibitors | 290,000 compounds, 0.37% hits | AID 1721; also: potency is read from the fitted curve at half-maximal effect
Target sequence (Q27686 whole entry, looked up): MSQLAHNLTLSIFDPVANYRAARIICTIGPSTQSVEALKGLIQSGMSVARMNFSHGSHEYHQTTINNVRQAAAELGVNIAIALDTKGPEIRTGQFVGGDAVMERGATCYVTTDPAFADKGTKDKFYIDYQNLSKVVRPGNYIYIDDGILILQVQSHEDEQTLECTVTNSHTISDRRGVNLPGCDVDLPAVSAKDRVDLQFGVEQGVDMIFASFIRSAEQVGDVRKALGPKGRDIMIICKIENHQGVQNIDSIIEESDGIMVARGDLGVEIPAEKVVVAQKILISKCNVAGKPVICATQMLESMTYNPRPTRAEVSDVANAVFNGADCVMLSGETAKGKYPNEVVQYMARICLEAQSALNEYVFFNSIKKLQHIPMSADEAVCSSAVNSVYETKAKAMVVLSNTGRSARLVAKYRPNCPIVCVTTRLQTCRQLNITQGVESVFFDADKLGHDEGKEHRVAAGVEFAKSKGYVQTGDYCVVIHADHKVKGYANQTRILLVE
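Purified LmPK (0.1 nM) converted ADP (0.1 mM) to ATP with PEP (0.5 mM) in imidazole buffer pH 7.2 with KCl and MgCl2, 1 h at room temperature. ATP was read by Kinase-Glo luminescence; data normalized to uninhibited and no-enzyme controls.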
AmpC no deterg: blocks E. coli AmpC beta-lactamase in detergent-free assay; P00811; AmpC nitrocefin hydrolysis, absorbance 480 nm, 0.0001% Triton; Potency, µM (highest dose often 57.1 µM), without a hit: top-dose activity change, negative = inhibition, hits mostly inhibitors; 330,000 compounds, 0.52% hits;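 also: potency is read from the fitted curve at half-maximal effect; plate controls were no compound for no effect and no enzyme for full effect; nearly all actives have a fitted effect of over 20% in size; some results filed as inactive show a strong effect at the top dose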
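AmpC (5.3 nM in the dispensed reagent) in 20 mM phosphate pH 7.0 with 0.01% (detergent screen) or 0.0001% Triton X-100 was preincubated with compounds for 15 min at room temperature. Nitrocefin was then added from an 800 uM solution, and hydrolysis was followed at 480 nm.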
AMA1-RON2 inh: inhibitors of Plasmodium falciparum AMA1-RON2 interaction. AlphaScreen AMA1-biotinylated RON2 peptide binding. 360,000 compounds, 0.2% hits. AID 720542. Potency, µM (doses to about 58.2 µM), inactives show at the highest dose activity change, negative = inhibition, actives largely listed as inhibitors;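 also: potency is read from the fitted curve at half-maximal effect; 0% = vehicle wells and -100% = peptide control; nearly all actives have a fitted effect of over 45% in size; some results filed as inactive show a strong effect at the top dose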
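AMA1 (3D7) with his tag at 25 nM final met compounds first, then biotinylated RON2 peptide at 25 nM; detection used donor plus acceptor beads, 10 µg/mL apiece, read by AlphaScreen after 30 min at room temperature.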
An asterisk follows results filed as active; & = joins results of further samples; ! = not confirmed by another sample; [ ] = remark or other dose. Unless noted, calls follow the shape of the dose curve; as a rule, active = well fitted curve in the direction sought with a large enough effect; inconclusive = small, poorly fitted or top-dose-only effect, or another doubt; inactive = no such curve, though single readings can be large; an effect the other way counts as inactive or inconclusive. Unless noted, % is scaled to controls: 0 for no effect and ±100 for the full control effect.

CCN(CC)C(=O)Cn1cc(S(=O)(=O)CC(=O)Nc2ccc(F)cc2F)c2ccccc21 was read as HCV inhibitor 0%, Tb PYK inh -11%, AmpC inh detg -3%, HCMV antiviral 29, LmPK inhibitor -6%, AmpC no deterg -7% and AMA1-RON2 inh -11%.
`Cc1cccc(N2CCN(Cc3ccc([N+](=O)[O-])o3)CC2)c1C` gave HCV inhibitor -8%, Tb PYK inh -11%, AmpC inh detg -24%, HCMV antiviral -8, LmPK inhibitor -2%, AmpC no deterg -5% and AMA1-RON2 inh inconclusive.
`CCCCS(=O)(=O)/C=C\C=C/S(=O)(=O)CCCC` gave HCV inhibitor 2.5µM*, Tb PYK inh inconclusive, AmpC inh detg 0%, LmPK inhibitor 13%, AmpC no deterg -16% and AMA1-RON2 inh 4%.
Cc1cc(C(=O)COc2ccccc2C(N)=O)c(C)n1C was read as HCV inhibitor -29%, Tb PYK inh 2%, AmpC inh detg -10%, HCMV antiviral -35, LmPK inhibitor 1%, AmpC no deterg 8% and AMA1-RON2 inh -6%.
O=C1NC[C@H](Cc2ccccc2)N(CC2CCN(CCC34CC5CC(CC(C5)C3)C4)CC2)C1=O was read as HCV inhibitor -4%, Tb PYK inh -3%, HCMV antiviral -37 and AMA1-RON2 inh 9%.
CS(=O)(=O)Nc1ccccc1C(=O)NC1CC2CCC1C2 (stereo unspecified) was read as HCV inhibitor 25%, Tb PYK inh -4%, AmpC inh detg 0%, HCMV antiviral -6, LmPK inhibitor 5%, AmpC no deterg -15% and AMA1-RON2 inh 18%.
COc1cccc(NC(=O)Cn2c(=O)n(CCCCC(=O)NCCc3ccccc3)c(=O)c3ccccc32)c1 was read as Tb PYK inh -3%, AmpC inh detg 8% and HCMV antiviral -22.
`COc1ccc(N2CCN(S(=O)(=O)CC34CCC(CC3=O)C4(C)C)CC2)cc1` (stereo unspecified) gave HCV inhibitor -12%, Tb PYK inh 3%, AmpC inh detg -10%, HCMV antiviral 34, LmPK inhibitor -8%, AmpC no deterg 47% and AMA1-RON2 inh -12%.
`Cc1ccc(S(=O)(=O)C(C#N)c2nc3ccccc3nc2N2CCCCC2)cc1` (stereo unspecified) gave AmpC inh detg inconclusive, LmPK inhibitor 0% and AmpC no deterg -8%.
Screening Cc1c(C)n(Cc2ccccc2)c2ccc(C(=O)N3CCN(c4ccccc4)CC3)cc12 returned Tb PYK inh 0%[15.4 µM], AmpC inh detg -6% and HCMV antiviral 0.
O=C(NNC(=O)C1CCN(Cc2ccccc2)CC1)c1cccc(Cl)c1 was read as HCV inhibitor 10µM*, Tb PYK inh -4%, AmpC inh detg 2%, HCMV antiviral -12, LmPK inhibitor -1%, AmpC no deterg inconclusive and AMA1-RON2 inh 7%.
For CC(=O)Nc1cc(NC(C)=O)cc(-c2nc3ccccc3[nH]2)c1 the results were HCV inhibitor 1%, Tb PYK inh 3%&-13%, AmpC inh detg 1%&9%, HCMV antiviral -108*!, LmPK inhibitor 0%, AmpC no deterg -19% and AMA1-RON2 inh -6%.
`O=C(N/N=C/c1cc2cc3c(cc2nc1Cl)OCCO3)c1ccccc1O` gave HCV inhibitor -5%, Tb PYK inh -4%, AmpC inh detg -14%, HCMV antiviral -20, LmPK inhibitor 1%, AmpC no deterg -28% and AMA1-RON2 inh -12%[2.32 µM].
Screening CC(=O)C1=C(C)NC(SCC(=O)c2cc(Cl)ccc2Cl)=C(C#N)C1c1ccco1 (stereo unspecified) returned HCV inhibitor inconclusive, Tb PYK inh -21%, AmpC inh detg inconclusive, HCMV antiviral -27, LmPK inhibitor 5%, AmpC no deterg 8% and AMA1-RON2 inh 47%[activator].
Screening CN(C)S(=O)(=O)c1cccc(C(=O)Nc2ccccc2N2CCCCC2)c1 returned HCV inhibitor 10%, Tb PYK inh 0%, AmpC inh detg -9%, HCMV antiviral -34, LmPK inhibitor -3%, AmpC no deterg 39% and AMA1-RON2 inh 7%.
`Cc1c(Cl)c([N+](=O)[O-])nn1CCCC(=O)NC(C)c1ccccc1` (stereo unspecified) gave HCV inhibitor 14%, Tb PYK inh 5%, AmpC inh detg 3%, HCMV antiviral 47, LmPK inhibitor -1%, AmpC no deterg 1% and AMA1-RON2 inh inconclusive.
Screening CCOC(=O)CSc1ncc(OC)c(Sc2ccc(OC)cc2)n1 returned HCV inhibitor -7%, Tb PYK inh -3%, AmpC inh detg -12%, HCMV antiviral -32, LmPK inhibitor 11%, AmpC no deterg 60%[activator] and AMA1-RON2 inh 2%.
`Cc1ccc(-c2nnn(CC(=O)N(CCO)C(C(=O)NC3CCCC3)c3ccc(F)cc3)n2)o1` (stereo unspecified) gave HCV inhibitor 10%, Tb PYK inh -19%, AmpC inh detg 2%, HCMV antiviral -34, LmPK inhibitor 2%, AmpC no deterg 6% and AMA1-RON2 inh -11%.
`CC(C)OC(=O)Cn1c(-c2ccccc2)c(-c2ccccc2)nnc1=O` gave HCV inhibitor 0%, Tb PYK inh -2%, AmpC inh detg -7%, HCMV antiviral -24, LmPK inhibitor 2%, AmpC no deterg 6% and AMA1-RON2 inh 1%.
COC(=O)c1ccc(NC(=S)N2CCN(Cc3cccc(C)c3)CC2)cc1 was read as HCV inhibitor -9%, Tb PYK inh -4%, AmpC inh detg 4%, HCMV antiviral -14, LmPK inhibitor 2%, AmpC no deterg 96%[activator] and AMA1-RON2 inh -2%.
Screening O=C(COC(=O)C1CCC1)NC(=O)c1ccccc1 returned HCV inhibitor 6%, Tb PYK inh 0%, AmpC inh detg -5%, HCMV antiviral 0, AmpC no deterg -21% and AMA1-RON2 inh 3%.
`Cc1ccccc1OCCSc1nc2ccccc2n1CCC(=O)O` gave HCV inhibitor 9%, Tb PYK inh 0%, AmpC inh detg inconclusive, HCMV antiviral 35, LmPK inhibitor 1%, AmpC no deterg -15% and AMA1-RON2 inh -2%.
CC(NC(=O)CSc1ncccn1)c1ccc(Cl)cc1Cl (stereo unspecified) was read as HCV inhibitor -9%, Tb PYK inh 2%, AmpC inh detg -9%, HCMV antiviral 13, LmPK inhibitor 6%, AmpC no deterg -17%[11.4 µM] and AMA1-RON2 inh -5%.
`Nc1nc2ccccc2n1CCOc1ccc(F)cc1` gave HCV inhibitor -3%, Tb PYK inh 4%, AmpC inh detg inconclusive, HCMV antiviral 5, LmPK inhibitor -2%, AmpC no deterg -28% and AMA1-RON2 inh 0%.
`O=S(=O)(Nc1nccs1)c1cc(Cl)ccc1Cl` gave HCV inhibitor 5%, Tb PYK inh -1%, AmpC inh detg 6%, HCMV antiviral 57, LmPK inhibitor 15%, AmpC no deterg -13% and AMA1-RON2 inh -3%.
For c1ccc2c(c1)COc1c3cc4c(cc3nn1-2)OCO4 the results were Tb PYK inh inconclusive, HCMV antiviral 131 and AMA1-RON2 inh -16%.
`O=C1c2cccc(NCCNCCO)c2C(=O)c2cccc(NCCNCCO)c21` gave HCV inhibitor inconclusive, Tb PYK inh -9%, HCMV antiviral -99* and AMA1-RON2 inh 45µM*.
`CCn1nc(C)c(/C=N\NC(=O)c2ccc3c(c2)OCO3)c1C` gave HCV inhibitor inconclusive, Tb PYK inh 1%, AmpC inh detg 1%, HCMV antiviral 33, LmPK inhibitor -3%, AmpC no deterg -19% and AMA1-RON2 inh 16%.
For Cn1c(=O)[nH]c(=O)c2c1nc(N)n2Cc1ccccc1 the results were HCV inhibitor 15%, Tb PYK inh -8%, AmpC inh detg -5%, HCMV antiviral 247, LmPK inhibitor 0%, AmpC no deterg 0% and AMA1-RON2 inh -6%.
`Nc1cccnc1Sc1ccc(Cl)cc1` gave HCV inhibitor 16%, AmpC inh detg 6%, HCMV antiviral -11, LmPK inhibitor 0%, AmpC no deterg -18% and AMA1-RON2 inh 28%.
Screening CCc1ccc(Nc2cnn(-c3nc4ccccc4s3)c(=O)c2Cl)cc1 returned HCV inhibitor inconclusive, Tb PYK inh 2%, AmpC inh detg inconclusive, HCMV antiviral 32, LmPK inhibitor 1%, AmpC no deterg -50% and AMA1-RON2 inh 1%.
COc1cc(NC(=O)CSc2ncnc3sc4c(c23)CCC(C)C4)c(C(=O)O)cc1OC (stereo unspecified) was read as HCV inhibitor 12%, Tb PYK inh -19%, AmpC inh detg -2%, HCMV antiviral -5, LmPK inhibitor 7%, AmpC no deterg -10% and AMA1-RON2 inh 66%[activator].
`Cn1cnc2nc[nH]c2c1=S` gave HCV inhibitor 12%, Tb PYK inh -12%, HCMV antiviral -13 and AMA1-RON2 inh 22%.
CC(C)CC1c2[nH]c3ccccc3c2CCN1C(=O)CCC(=O)N(C)C (stereo unspecified) was read as HCV inhibitor 3%, Tb PYK inh 0%, AmpC inh detg -3%, HCMV antiviral 47, LmPK inhibitor 1%, AmpC no deterg 23% and AMA1-RON2 inh 2%.
COC1OC2COC(c3ccccc3)OC2C(O)C1N (stereo unspecified) was read as HCV inhibitor 24%, Tb PYK inh -15%, HCMV antiviral -10 and AMA1-RON2 inh -1%.
Screening Cc1ccc(NC(=O)CN2CCc3cc4c(cc3C2C)OCCCO4)cc1 (stereo unspecified) returned HCV inhibitor inconclusive, Tb PYK inh -3%, AmpC inh detg -11%, HCMV antiviral 9, LmPK inhibitor 0%, AmpC no deterg 19% and AMA1-RON2 inh -6%.
CCSC1=C(C#N)C(c2ccccc2Cl)CC(=O)N1 (stereo unspecified) was read as HCV inhibitor -2%, Tb PYK inh -13%, AmpC inh detg -8%, HCMV antiviral -22, LmPK inhibitor -3%, AmpC no deterg -27% and AMA1-RON2 inh 7%.
Screening COc1ccc(NC(=O)CSc2nnc(NC(=O)c3ccco3)s2)cc1OC returned Tb PYK inh 2%, AmpC inh detg -5%, HCMV antiviral 46, LmPK inhibitor -12%, AmpC no deterg -14% and AMA1-RON2 inh 8%.
For O=C(CCCN1C(=O)c2cccc3cccc(c23)C1=O)NCc1cccnc1 the results were HCV inhibitor 5%, Tb PYK inh -2%, AmpC inh detg 1%, HCMV antiviral -34, LmPK inhibitor 8%, AmpC no deterg -4% and AMA1-RON2 inh 5%.

Reprinted at random: two records from the list
O=C(NNC(=O)C1CCN(Cc2ccccc2)CC1)c1cccc(Cl)c1 was read as HCV inhibitor 10µM*, Tb PYK inh -4%, AmpC inh detg 2%, HCMV antiviral -12, LmPK inhibitor -1%, AmpC no deterg inconclusive and AMA1-RON2 inh 7%.
`CC(C)OC(=O)Cn1c(-c2ccccc2)c(-c2ccccc2)nnc1=O` gave HCV inhibitor 0%, Tb PYK inh -2%, AmpC inh detg -7%, HCMV antiviral -24, LmPK inhibitor 2%, AmpC no deterg 6% and AMA1-RON2 inh 1%.

Assay outcomes deposited in PubChem BioAssay by National Center for Advancing Translational Sciences (NCATS).

Compounds as they come; overall some 7.5% were active at least once.
